Efflux pump mplx: blocks antifungal efflux pumps in multiplex yeast assay. S. cerevisiae Candida pump triplex, Nile Red efflux. inhibition, % at 10 µM. actives 0.44% (n = 330,000);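 active = plate passing quality check with inhibition over a set limit, or well fluorescence over plate mean plus 4 SD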;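 note: Nile Red retained in pooled yeast measured as flow cytometry median fluorescence; 0% = buffer negative control and 100% = Enniatin B positive control; higher means more Nile Red kept so more efflux inhibition; some compounds called inactive have numbers as strong as hits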
CTSL1 counter: counter-screen for PFM18AAP inhibitors: inhibitors of F. hepatica cathepsin L1 | recombinant F. hepatica cathepsin L1, Z-Leu-Arg-MCA fluorescence | inhibition, % at 5.96 µM | actives 0.49% (n = 300,000);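 active = inhibition above the mean of all tested compounds plus 3 SD, set per screening campaign, cut at about 17% in these data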;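 note: 0% = plate median of test compound wells and 100% = 1 µM Z-Phe-Ala-diazomethylketone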
proCasp3 act: activators of human procaspase-3; P42574; recombinant procaspase-3 D3A, Ac-DEVD-pNA absorbance 405 nm; activation, % at 8.5 µM; actives 0.11% (n = 330,000); AID 463141;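 active = activation above the mean of all tested compounds plus 3 SD, cut at about 21% in these data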;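 note: 0% = DMSO alone and 100% = DMSO wells spiked with extra 5 µM PC-3 D3A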
Target sequence (P42574 whole entry D9A/D28A/D175A): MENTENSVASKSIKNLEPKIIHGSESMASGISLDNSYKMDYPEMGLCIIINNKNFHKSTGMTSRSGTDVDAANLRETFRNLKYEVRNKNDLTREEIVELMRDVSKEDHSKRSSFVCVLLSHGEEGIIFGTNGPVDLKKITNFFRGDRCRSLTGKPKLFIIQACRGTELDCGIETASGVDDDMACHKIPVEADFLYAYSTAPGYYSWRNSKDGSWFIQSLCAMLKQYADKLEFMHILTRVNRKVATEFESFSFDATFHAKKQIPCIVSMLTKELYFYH
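Evaluation: percent activation relative to control range; Material: Procaspase-3 D3A mutant, all three cleavage aspartates alanine; Compound: single dose, 8.5 µM nominal compound, 0.8% DMSO; Replication: one well per compound; Signal: absorbance at 405 nm, 0 and 120 min; Schedule: 1 h preincubation plus 2 h reaction at 25 °C.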
TPT1 inh: blocks Candida albicans tRNA 2'-phosphotransferase | recombinant caTPT1, FP RNA substrate dephosphorylation | AID 1962 | actives 0.81% (n = 300,000) | inhibition, % at 5 µM;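 active = inhibition above the mean of all tested compounds plus 3 SD, set per screening campaign, cut at about 24% in these data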;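 note: plate controls were DMSO alone for no effect and ferristatin control at 100 nM for full effect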
core dimer inh: blocks dimerization of HCV core protein | inhibition, % at 5 µM | actives 0.33% (n = 300,000) | TR-FRET GST/Flag-core106 dimerization, 1536-well;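 active = inhibition above the mean of all tested compounds plus 3 SD, set per screening campaign, cut at about 45% in these data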
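test system = GST/Flag-tagged HCV core106 proteins | probe or stimulus = Eu donor and XL665 acceptor anti-tag antibodies | times = compound-protein-antibody incubation 4 h at 22.5 °C | signal = TR-FRET, excitation 340 nm, emission 617 and 671 nm | measure = percent inhibition of core106 dimerization signal | controls = wells lacking GST-core106 and wells with excess unlabelled core106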
PP5 primary: PP5 (human) phosphatase inhibition; P53041; purified PP5c, OMFP substrate fluorescence; inhibition, % at 6.7 µM; actives 0.18% (n = 320,000); AID 1987;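 active = inhibition above the campaign's mean inhibition across all tested compounds plus 3 SD, cut at about 9.5% in these data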;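 note: 0% = DMSO only and 100% = 100 µM cantharidin control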
GASC-1 inh: human JMJD2C demethylase inhibition; Q9H3R0; GST-JMJD2C(1-420) H3K9me3 demethylation, DELFIA europium; inhibition, % at 2.35 µM; actives 0.069% (n = 330,000);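 active = more than half of a compound's replicate wells show inhibition beyond 50%, single wells judged on their own value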;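 note: signal counts dimethyl H3K9 product captured on neutravidin plate; 0% = median of DMSO wells and 100% = 0.3 times that DMSO median; strong numbers were not always called active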
PP1 inh: PP1-alpha (human) inhibition in PP5 counter-screen; P62136; purified PP1alpha, OMFP fluorescence; inhibition, % at 6.7 µM; actives 0.9% (n = 320,000);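 active = inhibition above the mean inhibition of all tested compounds plus 3 SD, computed separately for each screening campaign, cut at about 15% in these data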
Target sequence (P62136 whole entry, looked up): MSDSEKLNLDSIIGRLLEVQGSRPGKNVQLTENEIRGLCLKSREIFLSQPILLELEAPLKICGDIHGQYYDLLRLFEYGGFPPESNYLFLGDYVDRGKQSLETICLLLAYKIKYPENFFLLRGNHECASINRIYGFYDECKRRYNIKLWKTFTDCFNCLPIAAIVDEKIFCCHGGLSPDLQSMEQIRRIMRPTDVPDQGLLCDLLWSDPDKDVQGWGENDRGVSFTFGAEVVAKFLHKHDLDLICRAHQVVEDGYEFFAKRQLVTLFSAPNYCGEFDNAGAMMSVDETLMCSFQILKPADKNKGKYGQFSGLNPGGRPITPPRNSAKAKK
procasp7 counter: activates human procaspase-7, counter-screen for procaspase-3 activators | P55210 | recombinant procaspase-7, Ac-DEVD-pNA absorbance 405 nm; D23A/D198A/D206A triple mutant, cannot self-cleave; scale: DMSO 0, 5 µM enzyme 100 | activation, % at 8.5 µM | actives 0.093% (n = 330,000) | AID 463210;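 active = percent activation above the screen-wide mean plus 3 SD, cut at about 25% in these data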
Target sequence (P55210 whole entry D23A/D198A/D206A): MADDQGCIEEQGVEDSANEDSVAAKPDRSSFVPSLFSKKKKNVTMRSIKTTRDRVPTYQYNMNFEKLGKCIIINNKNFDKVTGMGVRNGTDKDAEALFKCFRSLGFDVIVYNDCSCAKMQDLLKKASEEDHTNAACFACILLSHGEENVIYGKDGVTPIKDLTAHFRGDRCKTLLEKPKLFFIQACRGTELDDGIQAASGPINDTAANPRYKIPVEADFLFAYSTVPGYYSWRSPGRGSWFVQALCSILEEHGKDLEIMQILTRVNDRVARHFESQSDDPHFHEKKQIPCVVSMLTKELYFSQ
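Assay system: Uncleavable procaspase-7 mutant enzyme; Input: 2 µM procaspase-7 mutant as dispensed; Also added: DEVD-pNA substrate; Medium: Zinc-free HEPES pH 7.4 with 300 mM NaCl, 0.01% Triton X-100; Timing: 1 h compound preincubation, 2 h substrate cleavage, 25 °C; Measured by: Epi-absorbance of released pNA at 405 nm, two timepoints.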
An asterisk follows results filed as active; . = no result given.

Sequence of screens – GASC-1 inh	core dimer inh	procasp7 counter	CTSL1 counter	PP5 primary	proCasp3 act	PP1 inh	Efflux pump mplx	TPT1 inh
CC(C)N1C(=O)CCC1C(=O)N1CCN(c2ccc(F)cc2)CC1 (stereo not given)
 : 1.9	1.3	2.0	-0.9	-1.1	3.4	-1.8	0.1	-1.1
CNC(=O)CN1C(=O)c2cccc3cccc1c23
 : 7.9	-4.1	12.3	5.9	-2.4	-4.7	0.8	-0.1	-0.5
Nc1nc(-c2ccccc2)[nH]c(=O)c1N=O
 : -2.2	-21.5	-13.5	10.3	-1.8	-18.9	-2.7	0.0	-2.1
O=C(/C=C/c1cccc(Cl)c1)NCCCN1CCOCC1
 : 4.5	-3.4	-9.6	0.0	0.2	-1.3	1.0	0.1	-0.3
CC(=O)Nc1ccc(S(=O)(=O)N2CCN=C2SCc2ccc(C)cc2)cc1
 : -2.5	9.2	0.9	-3.1	7.0	0.9	2.6	-0.3	2.7
COc1ccc(C(=O)Nn2cnnc2)c(OC)c1
 : 8.1	3.9	-3.3	-1.1	1.9	0.4	-1.7	0.0	1.6
CCc1ccc(CN2CCCC(C(=O)N3CCCCC3)C2)cc1 (stereo not given)
 : -9.8	5.4	-6.7	-3.9	0.1	-2.6	-1.0	-0.2	-0.1
CCOc1ccc(NC(=O)CSc2nnc(C3CC3)n2C2CC2)cc1
 : 8.6	.	0.3	.	2.0	8.7	4.4	-0.1	.
Cc1nc2ccccc2c(=O)n1NC(=O)CCC(=O)O
 : 22.6	-2.2	0.0	-1.1	0.6	2.2	-2.2	0.0	-1.4
COc1ccc(-c2[nH]ncc2CN(C)CC2CCCCO2)cc1F (stereo not given)
 : -5.7	-1.8	4.9	1.1	-2.0	-0.5	0.0	0.1	3.5
O=C(NCCOc1ccccc1Cl)c1cc(F)c(F)cc1Cl
 : 2.9	-0.3	8.1	0.8	2.9	2.1	2.5	0.0	3.5
O=C(NCc1ccc(F)cc1)c1cc(-c2cccs2)on1
 : -3.0	-5.5	-4.8	5.0	1.7	-5.1	4.0	-0.2	2.8
COc1ccc(Cl)cc1NC(=O)CN(C)CC(=O)NCc1cccs1
 : 12.5	.	0.8	.	-2.6	6.1	-3.9	0.0	.
COc1ccc(-c2nn(-c3ccccc3)cc2/C=N/N2C(=O)CSC2=S)cc1
 : -2.3	14.8	-10.8	-1.9	3.2	-5.5	5.2	0.2	5.7
Cc1ccc2nc(Nc3ncc4c(n3)CC(C)(C)CC4=O)nc(C)c2c1
 : -2.9	0.4	2.8	4.5	-0.6	-1.0	-1.7	-0.2	5.8
CCc1cc(C(=O)Nc2nc(-c3ccccn3)cs2)sc1C
 : -2.1	.	-6.2	.	2.8	-0.2	16.4*	0.3	.
CCC1=C(OC(=O)N(CC)CC)N2C(=O)OC(=NCC3CC3)[C@]2(Cc2ccccc2)[C@H]2C1=CC[C@H]1C(=O)N(c3ccccc3)C(=O)[C@H]12
 : 0.2	26.0	7.7	1.4	5.1	16.6	10.8	3.8*	-2.5
CCOc1ccccc1NC(=O)c1cccc(NC(=O)c2ccco2)c1
 : 0.7	4.3	3.4	0.2	3.2	-2.9	-3.5	0.0	-6.0
Cc1ccc(Cl)cc1N(CC(=O)N1CCOCC1)S(C)(=O)=O
 : -3.0	3.3	2.0	-1.8	-0.2	2.1	-0.9	-0.1	0.7
Clc1ccc(C2=Nn3c(nnc3-c3cc(-c4ccccc4)n[nH]3)SC2)cc1
 : -10.1	24.2	-1.8	4.5	1.7	-0.8	23.2*	0.1	-2.2
Cc1cc(C)nc(NS(=O)(=O)c2ccc(NC(=O)CSc3nc4ccccc4[nH]3)cc2)n1
 : -3.6	-3.8	10.6	-4.1	1.6	-1.3	-2.0	-0.2	-1.9
NC(=O)c1ccccc1NC(=O)c1ccccc1S(=O)(=O)c1ccccc1[N+](=O)[O-]
 : -11.1	-8.6	5.2	0.9	0.0	0.6	2.4	0.5	2.8
Cc1nc(NC(=O)c2ccccc2)sc1-c1csc(Nc2ccc(Cl)cc2)n1
 : -1.3	17.2	-16.6	5.0	1.7	-8.0	-2.1	0.1	4.5
COc1cc(OC)c2ccc(=O)oc2c1C(CC(=O)N1CCN(c2ccccc2)CC1)c1ccc2c(c1)OCO2 (stereo not given)
 : 0.2	26.3	7.5	0.7	1.9	5.0	6.8	-0.1	1.6
O=C(CSc1nccc(=O)[nH]1)c1cc2ccccc2o1
 : -9.2	3.5	-13.2	7.1	-1.4	-19.7	-1.6	0.0	1.4
Cc1ccc(Nc2nnc(SCc3nc4ccccc4c(=O)[nH]3)s2)cc1
 : -7.5	9.3	8.5	5.6	0.1	1.4	6.2	0.0	0.7
CN(c1ccccc1)S(=O)(=O)c1cccc(C(=O)OCC(=O)NCc2ccco2)c1
 : 9.7	1.3	12.5	-0.2	-4.7	-1.0	-5.2	-0.1	2.6
CN1CCC(=O)N(CCSc2ccccc2)CC1
 : -9.1	-6.6	-2.6	-0.8	-2.0	1.6	-7.6	0.2	-2.4
CCOC(=O)C1=C(COC(=O)COc2ccccc2C#N)NC(=O)NC1C (stereo not given)
 : 2.0	-4.1	10.3	-14.0	0.7	1.1	-0.5	-0.1	-0.1
Cc1cc2oc(=O)cc(CN(C)Cc3cccc(F)c3)c2cc1Cl
 : 0.0	2.3	1.6	0.8	-0.4	-6.2	0.7	-0.1	-2.2
COc1nc(-c2ccc(Cl)cc2Cl)nc2ccccc12
 : -15.5	0.0	3.2	-1.8	-0.1	4.9	-3.0	-0.1	-2.2
CCOC(=O)CS(=O)(=O)c1ccccc1
 : -19.0	-1.2	5.2	-3.4	1.2	-1.8	-4.2	-0.1	-0.7
COc1ccc(/C=N/NC(=O)C(N)=O)c(OC)c1OC
 : -4.6	-4.3	-0.2	-1.1	-2.1	-1.7	1.4	0.1	-0.3
COc1ccc(CCC(=O)N(C)CC(=O)Nc2cc(C)ccc2C)cc1
 : -2.9	3.5	4.0	-2.8	-0.1	10.0	-3.6	0.4	-1.9
Cc1cccc(NS(=O)(=O)c2cccc(C(=O)N3CCCCCC3)c2)c1
 : -1.5	4.4	6.8	3.7	-2.0	-6.6	-6.2	-0.1	-1.4
CCOc1ccc(N(CC(=O)N2CCCCCC2)S(=O)(=O)c2ccc(C)cc2)cc1
 : -33.9	-14.6	-0.5	0.3	1.6	2.5	2.6	-0.2	-1.7
COc1cccc(C2C3=C(CC(C)(C)CC3=O)Nc3n[nH]c(C)c32)c1 (stereo not given)
 : -20.1	-0.3	6.6	0.0	1.8	-2.6	-0.5	0.1	20.2
Cc1occc1C(=O)N/N=C/C=C\c1ccccc1[N+](=O)[O-]
 : 26.4	1.8	3.9	-1.1	3.2	6.7	-2.7	0.3	-1.9
Cc1cc(C)n(-c2nc(N(C)C)nc(N3CCOCC3)n2)n1
 : 0.4	-4.2	-1.4	-2.1	3.1	0.1	2.4	0.1	-3.6
CN(CC(=O)Nc1ccccc1C(F)(F)F)C(=O)C1CCN(S(=O)(=O)c2ccc3c(c2)OCCO3)CC1
 : -0.2	0.7	16.8	0.4	-0.4	4.5	-2.7	0.0	0.8

Structures listed so far printed as active in Efflux pump mplx:
molecule | GASC-1 inh | core dimer inh | PP5 primary | proCasp3 act | Efflux pump mplx | TPT1 inh
CCC1=C(OC(=O)N(CC)CC)N2C(=O)OC(=NCC3CC3)[C@]2(Cc2ccccc2)[C@H]2C1=CC[C@H]1C(=O)N(c3ccccc3)C(=O)[C@H]12 | 0.2 | 26.0 | 5.1 | 16.6 | 3.8* | -2.5

Next section.
Sequence of screens – GASC-1 inh	core dimer inh	procasp7 counter	CTSL1 counter	PP5 primary	proCasp3 act	PP1 inh	Efflux pump mplx	TPT1 inh
Cc1cc(NC(=O)COC(=O)CCCOc2ccc(Cl)cc2C)no1
 : 8.9	-1.1	-0.3	-9.0	0.4	1.3	1.3	0.1	-2.8
COC(=O)c1cc(NC(=O)N2c3ccccc3Sc3ccccc32)cc(C(=O)OC)c1
 : -1.1	5.4	-14.9	0.3	4.1	-1.8	0.0	-0.1	-2.0
Cc1ccc(/C=C2/C(=N)N3N=C(CC(=O)N4CCCC4)SC3=NC2=O)cc1
 : -23.4	9.4	-3.8	-4.7	0.9	8.1	-6.1	0.2	5.4
CCN(C(=O)COc1cc(=O)n(C)c2ccccc12)c1cccc(Cl)c1
 : -1.4	8.8	-1.5	0.2	1.1	0.5	1.5	0.0	-1.8
Cc1cc(OC(=O)c2cccc([N+](=O)[O-])c2)c(C)cc1CN1CCOCC1
 : -3.0	-0.4	5.6	-5.2	0.8	1.8	-2.7	0.0	0.8
CC(=O)Nc1ccc(NC(=O)C(Cc2ccccc2)NC(=O)C2CCC(C)CC2)cc1 (stereo not given)
 : -10.5	-4.5	-3.1	3.1	-3.9	-3.8	-0.2	-0.6	-2.3
Cc1cccn2c(=O)c3cc(C(=O)NCCc4ccccc4)c(=N)n(CCCn4ccnc4)c3nc12
 : 2.4	5.3	-9.0	-0.8	1.7	-19.4	-0.5	0.2	1.1
COCC1CCCCN1C(=O)c1ccc2nc(Cc3ccc(OC)c(OC)c3)oc2c1 (stereo not given)
 : -2.1	8.9	5.5	2.1	-2.5	6.1	-4.0	0.0	1.5
Cc1ccc(NC(=O)CSc2nc3c([nH]c4ccccc43)c(=O)n2C)cc1
 : 0.0	-11.3	-1.4	-1.9	3.5	3.2	8.0	1.3	0.3
O=C1CCCN1c1ccc(S(=O)(=O)N2CCN(c3ccccc3)CC2)cc1
 : -12.3	8.1	-1.4	-1.3	1.3	4.9	-3.8	0.1	-29.1
O=C(CSc1nc2ccccc2s1)Nc1ccc(Cl)c(C(=O)O)c1
 : 3.8	3.4	-7.3	-1.0	2.7	-10.6	5.5	0.2	1.9

Source: PubChem BioAssay
